Screening results deposited in PubChem BioAssay by National Center for Advancing Translational Sciences (NCATS).
GLP-1R inv ag = acts as inverse agonist at human GLP-1 receptor; P43220; HEK293 GLP-1R CRE-luciferase, luminescence, 24 h; GLP-1R form is constitutively active; Potency, µM (top dose mostly 38.3 µM), for inactives: top-dose activity change, negative = inhibition, hits mostly inhibitors; 410,000 compounds, 1.6% hits; AID 624417; also: potency is read from the fitted curve at half-maximal effect; % is scaled to controls: 0 for no effect and ±100 for the full control effect; nearly all actives have a fitted effect of over 55% in size
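Luminescence readout: a drop in cAMP-driven luciferase signal flags inverse agonism at a constitutively active GLP-1R stably expressed in HEK293. Compound exposure lasted 24 hr at 37 deg C, 5% CO2.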
EPAC1 antagonist = EPAC1 (human) antagonism; O95398; EPAC1 GEF assay, Rap1b-BODIPY-GDP exchange fluorescence; Potency, µM (doses to about 115 µM), without a hit: at the top dose activity change, negative = inhibition, hits mostly inhibitors; 360,000 compounds, 0.14% hits; AID 720709;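 also: potency is read from the fitted curve at half-maximal effect; plate controls were vehicle for no effect and positive control for full effect; nearly all actives have a fitted effect of over 50% in size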
PTHR1 agonist = activates the human parathyroid hormone receptor PTHR1. Q03431. HEK293 GP2 PTHR1 cells, GloSensor cAMP luminescence, 1 h. Potency, µM (series often up to 115 µM), for inactives: at the highest dose activation, most hits filed as activators. 410,000 compounds, 0.075% hits; also: potency is read from the fitted curve at half-maximal effect; nearly all actives have a fitted effect of over 55% in size; some results filed as inactive show a strong effect at the top dose; inactives centre near -15; many of its hits are not listed in these tables
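HEK-293-derived GP2 cells expressing PTHR1 and a GloSensor cAMP reporter, 3,000/well, plated overnight, given luciferin plus IBMX (each 0.5 mM as added) for 1 h at 37 °C, then compound for 1 h at 37 °C. Luminescence was read after 15 min at room temperature.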
PLK1 PBD inh = blocks phosphopeptide binding to human PLK1 polo-box domain; P53350; AID 720504; Potency, µM, for inactives: max response, negative = inhibition, most hits filed as inhibitors; 360,000 compounds, 2.8% hits; Plk1 PBD binding of FITC phosphopeptide, fluorescence polarization; also: potency is read from the fitted curve at half-maximal effect; series mostly up to about 57 µM; % is scaled to controls: 0 for no effect and ±100 for the full control effect; nearly all actives have a fitted effect of over 65% in size
Target sequence (P53350 whole entry, looked up, the tested form may be a part): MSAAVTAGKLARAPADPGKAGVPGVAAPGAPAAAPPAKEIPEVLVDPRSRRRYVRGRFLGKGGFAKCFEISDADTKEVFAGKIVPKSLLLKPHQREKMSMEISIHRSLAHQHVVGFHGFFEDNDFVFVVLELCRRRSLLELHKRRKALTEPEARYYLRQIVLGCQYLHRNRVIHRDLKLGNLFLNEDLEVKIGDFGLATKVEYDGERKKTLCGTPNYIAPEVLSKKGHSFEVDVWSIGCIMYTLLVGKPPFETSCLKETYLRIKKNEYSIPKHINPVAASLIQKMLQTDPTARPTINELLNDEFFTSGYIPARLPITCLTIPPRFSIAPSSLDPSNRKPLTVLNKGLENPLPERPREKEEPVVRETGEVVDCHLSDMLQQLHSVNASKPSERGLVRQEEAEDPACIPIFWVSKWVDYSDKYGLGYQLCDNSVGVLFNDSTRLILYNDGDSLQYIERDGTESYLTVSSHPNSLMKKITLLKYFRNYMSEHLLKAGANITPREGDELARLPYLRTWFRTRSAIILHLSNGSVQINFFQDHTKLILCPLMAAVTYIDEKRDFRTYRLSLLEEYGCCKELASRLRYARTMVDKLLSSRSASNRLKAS
PI5P4K alpha inh = inhibitors of human PI5P4K alpha; P48426; PI5P4Kalpha enzyme, ADP-Glo luminescence, 60 min; stronger effect = lower value; max response, %; 330,000 compounds, 1.2% hits; active = max response of -50% or lower; inconclusive = between -30% and -50%; inactive = -30% or higher; also: value at the top dose of about 77 µM; % is scaled to controls: 0 for no effect and ±100 for the full control effect
Target sequence (P48426 whole entry, looked up): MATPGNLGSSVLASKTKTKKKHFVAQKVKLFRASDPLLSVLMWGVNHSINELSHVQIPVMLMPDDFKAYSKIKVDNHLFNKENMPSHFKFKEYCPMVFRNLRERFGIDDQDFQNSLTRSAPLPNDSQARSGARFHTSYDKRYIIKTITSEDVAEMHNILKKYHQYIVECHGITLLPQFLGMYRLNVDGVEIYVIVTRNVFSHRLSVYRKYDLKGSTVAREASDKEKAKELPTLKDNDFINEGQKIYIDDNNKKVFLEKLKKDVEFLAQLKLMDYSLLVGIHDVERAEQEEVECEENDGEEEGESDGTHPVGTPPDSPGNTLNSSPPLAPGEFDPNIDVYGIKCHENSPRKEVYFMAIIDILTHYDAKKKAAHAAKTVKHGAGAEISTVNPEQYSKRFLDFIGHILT
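Single end-point luminescence (ADP-Glo) quantified ADP from PI5P4Kalpha turnover; ATP 5 microM final, 1 h at RT, 0.1% CHAPS and 0.28 mM EGTA in HEPES pH 7.4.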
IL-2 act = IL-2 activation; 360,000 compounds, 0.065% hits; activation, % (series mostly up to about 46 µM); IL-2 activation reporter assay, cell-based qHTS; stimulated with anti-CD3/CD4/CD28 beads; in transgenic mouse T cells; AID 652025; in the data active = activation above about 50%; inconclusive = mostly about 30% to 49%; also: 0% is about no effect
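Unstimulated transgenic mouse T cells; 60-min compound exposure; bead-based TCR/CD4/CD28 stimulation; 18 h culture, 37 degrees C; dual fluorescence (EGFP, DsRed) plate cytometry.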
HEK293 tox = cytotoxicity in counter-screen for GLP-1R inverse agonists; 410,000 compounds, 0.13% hits; AID 624418; HEK293 cAMP-luciferase reporter cells, luminescence, 24 h; Potency, µM (doses to about 38.3 µM), inactives show at the highest dose activity change, negative = inhibition, most hits filed as inhibitors;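 also: loss of luciferase light is scored as toxicity; potency is read from the fitted curve at half-maximal effect; % is scaled to controls: 0 for no effect and ±100 for the full control effect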
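Cells in DMEM/10% Nu serum/1% pen-strep, 1536-well format. Pre-incubated 12 h, dosed with 23 nL compound, incubated a further 24 h. Luciferase detection, 12 min at room temp, luminescence.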
GLP1R ag = activates the human GLP-1 receptor | HEK293 GLP-1R CRE-luciferase, luminescence, 4-6 h; cells express a hypersensitive GLP-1R form | Potency, µM (highest dose often 45.6 µM), for the others: at the top dose activation, usual class: activators | 380,000 compounds, 0.007% hits; also: potency is read from the fitted curve at half-maximal effect; % of control where 0% means no effect
EPAC1 agonist = activates human EPAC1 exchange factor. O95398. EPAC1 agonist qHTS, biochemical assay; response scale: 100% = response to 6.5 mM cAMP. Potency, µM (doses to about 154 µM), for inactives: at the highest dose activation, most hits filed as activators. 360,000 compounds, 0.073% hits. AID 720707; also: potency is read from the fitted curve at half-maximal effect; nearly all actives have a fitted effect of over 60% in size
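Read-out is the fluorescence drop as BODIPY-GDP leaves Rap1B (480 nm excitation, 540 nm emission), recorded every 5 minutes over 30 minutes. Reactions held 100 nM EPAC1, 250 nM Rap1B–BODIPY-GDP and 50 uM GDP, with 6.5 mM cAMP setting full activation.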
Active calls of the source: *; i = inactive; u = inconclusive; x = no result given; & = joins results of further samples; [ ] = another dose, or the depositor's remark. Unless noted, calls follow the shape of the dose curve; as a rule, active = well fitted curve in the direction sought with a large enough effect; inconclusive = small, poorly fitted or top-dose-only effect, or another doubt; inactive = no such curve, though single readings can be large; an effect the other way counts as inactive or inconclusive. An excerpt; the hit share may differ from the screen's.

canonical_smiles	GLP-1R inv ag	EPAC1 antagonist	PTHR1 agonist	PLK1 PBD inh	PI5P4K alpha inh	IL-2 act	HEK293 tox	GLP1R ag	EPAC1 agonist
CC(=O)N(CCP(=O)(c1ccccc1)c1ccccc1)Cc1ccco1	15%	2%	i	-5%	4	-4.6	1%	-3%	-1%
COC(=O)c1ccccc1NC(=O)c1cc(OC)cc(OC)c1	11%	-24%	16%[57.5 µM]	-5%	-7	0.0	-7%	21%	18%
COC(=O)c1cc(NC(=O)c2cc(-c3ccc(Cl)cc3)oc2C(F)(F)F)ccc1N1CCOCC1	u	-7%	-37%[inhibitor]	9%	2	-4.4	-43%	6%	-9%
CCOc1ccccc1NC(=O)COC(=O)C1CC(=O)N(c2c(C)cccc2C)C1 (stereo not drawn)	3%	18%	i	0%	0	4.4	-12%	10%	-3%
O=C1NC2(CCCCCC2)Oc2ccccc21	-10%	7%	-19%	u	2	4.8	-4%	12%	-1%
N#Cc1ccc(Oc2ccc(S(=O)(=O)N3CCOCC3)cn2)cc1	2%	14%	i	-1%	-2	-2.9	3%	0%	-2%
COc1cccc(-c2cc(C(=O)NC3CCCCC3)no2)c1	13%	-11%	i	0%	3	-0.4	-10%	13%	0%
O=C(Cc1ccccc1)N1CCN(C(=O)c2ccc([N+](=O)[O-])cc2)CC1	18%	3%	-28%	7%	2	0.2	-2%	-2%	-7%
CCOc1cc(CO)ccc1OCC(=O)N1CCCCC1	0%	-1%	-3%[57.5 µM]	-2%	x	1.0	0%	-8%	0%
CC1CCCCN1CC(=O)NC(c1ccccc1)c1ccccc1 (stereo not drawn)	u	-2%	i	-2%	8	-1.5	2%	8%	2%
COC(=O)[C@H]1[C@H]2C[C@H]3c4[nH]c5ccccc5c4CCN3C[C@H]2CC[C@@H]1O	-13%	-1%	-8%	0%	6	-0.4	1%	-4%&3%	-15%
C/C(=N\OCC(=O)N/N=C/c1ccccc1)c1cccs1	24%	0%	i	2%	x	8.3	18%	26%	19%
CCN(CC(=O)NCc1ccc(F)cc1)C(=O)CN1CCN(c2ccc(OC)cc2)CC1	-21%	-8%	-13%	2%	-5	-4.9	u	4%	-4%
CCN1CCN(CC(=O)c2cc(Cl)ccc2Cl)CC1	20%	3%	-28%	5%	-1	-0.8	-7%	-3%	3%
O=C(COC(=O)CCC(=O)c1ccc(Cl)cc1)NC1CC1	6%	5%	i	-18%	-6	-1.0	11%	10%	0%
Cc1cccc(NC(=O)C2CCCN(S(=O)(=O)c3ccc4c(c3)oc(=O)n4C)C2)c1C (stereo not drawn)	14%	x	i	x	x	x	0%	-1%	x
CCCCOc1ccc(C(=O)Nc2ccc(SC(F)F)cc2)cc1OC	10%	-5%	-14%	-17%	7	-2.7	-11%	-1%	-7%
CC(C)C[C@@H](CNCC(=O)[C@H](CC(C)C)NC(=O)c1[nH]cnc1C(=O)N[C@@H](C)CN)NC(=O)c1nc[nH]c1C(=O)N[C@@H](CC(=O)O)C(=O)O	16%	u	-11%	u	u	1.2	2%	5%	-5%
O=C(c1noc2c1CCCC2)N1CCN(c2ccccc2)CC1	2%	5%	i	-6%	x	-1.6	-15%	10%	1%
CS(=O)(=O)Nc1ccc(C(=O)NCCSCc2ccco2)cc1	3%	-13%	-2%	-8%	-1	-1.0	-10%	-14%	6%
Cc1ccccc1CN1C2=NCCN2c2ccccc21	u	-5%	-2%[57.5 µM]	27µM*	-13	-0.1	u	1%	-4%
COc1cc2c(c(OC)c1OC)-c1ccc(OC)c(=O)cc1[C@@H](N(C)CC#CCO)CC2	-55%	u	i	-3%	-17	-3.0	-5%	11%	-3%
CC(=O)Nc1ccc(C(=O)NNC(=O)c2ccccc2-n2cccc2)cc1	15%	1%	i	-6%	0	0.1	1%	1%	8%
C=CCS(=O)(=O)c1cccc2cccnc12	2%	-7%	27%	-7%	2	3.5	-1%	0%	2%
Cc1ccc(N2C(=O)N(CC(=O)Nc3cc(Cl)ccc3C)C(=O)C2C)cc1 (stereo not drawn)	10µM*	2%	-52%[inhibitor]	-6%	12	-5.0	8%	-3%	3%
CCCCN1CC(COCc2ccccc2)Oc2cccc(Oc3ccccc3)c2S1(=O)=O (stereo not drawn)	u	-1%	12%	-9%	3	-0.5	13%	0%	-20%
N#Cc1ccccc1NC(=O)COC(=O)c1cccs1	6%	-3%	-20%	-3%	-2	-0.3	-2%	1%	12%
O=C(NC(N1CCOCC1)C(Cl)(Cl)Cl)c1ccc(F)cc1 (stereo not drawn)	-2%	-9%	i	-16%	0	1.2	17%	6%	6%
Cc1ccc(S(=O)(=O)N2CCC(=O)N(CCOCc3ccc(Cl)cc3)CC2)cc1	9%	-4%	-47%[inhibitor]	-12%	-3	-3.8	1%	10%	-12%
NC(=O)CSc1nnc(-c2cccc(S(=O)(=O)N3CCOCC3)c2)o1	-1%	-11%	i	-12%	-15	-1.0	-2%	-6%	9%

Whole records from above. Screens in order: GLP-1R inv ag | EPAC1 antagonist | PTHR1 agonist | PLK1 PBD inh | PI5P4K alpha inh | IL-2 act | HEK293 tox | GLP1R ag | EPAC1 agonist
Profile of `CCCCOc1ccc(C(=O)Nc2ccc(SC(F)F)cc2)cc1OC` : 10% | -5% | -14% | -17% | 7 | -2.7 | -11% | -1% | -7%
Profile of `Cc1ccc(S(=O)(=O)N2CCC(=O)N(CCOCc3ccc(Cl)cc3)CC2)cc1` : 9% | -4% | -47%[inhibitor] | -12% | -3 | -3.8 | 1% | 10% | -12%

(cont.)
canonical_smiles	GLP-1R inv ag	EPAC1 antagonist	PTHR1 agonist	PLK1 PBD inh	PI5P4K alpha inh	IL-2 act	HEK293 tox	GLP1R ag	EPAC1 agonist
CSc1ccc(C(=O)C2CCCN(C(=O)c3cccnc3SC)C2)cc1 (stereo not drawn)	-22%	-7%	-41%[inhibitor]	-13%	-2	-0.5	1%	17%	7%
CNC(=O)c1csc(-c2ccncc2)n1	5%	5%	i	-4%	-2	-1.9	-10%	5%	2%
CS(=O)(=O)N(CC(=O)N/N=C/c1ccco1)c1ccccc1Br	-12%	2%	-13%	6%	5	-0.2	-9%	-2%	-6%
Cc1ccccc1NC(=O)N1CCCN(c2ccc(C#N)cn2)CC1	9%	-12%	-10%	-4%	-5	-1.9	-4%	7%	10%
COc1cccc(N(CC(=O)N2CCCCCC2)S(C)(=O)=O)c1	2%	11%	i	-2%	-2	-0.7	-12%	23%	-2%
COc1cccc(NC(=O)Nc2cccn(Cc3ccccc3)c2=O)c1	0%	-11%	-46%[inhibitor]	1%	x	-1.7	-19%	6%	11%
Cc1nnc(SCC(=O)Nc2nsc(-c3ccccc3)n2)s1	0%	9%	-6%[57.5 µM]	0%	x	0.5	-15%	-13%	-8%
O=C(Nc1cccc(S(=O)(=O)N2CCCCC2)c1)c1ccccn1	0%	-21%	i	-17%	-10	-3.7	15%	6%	13%
O=c1c2nnn(-c3cccc(F)c3)c2ncn1Cc1ccccn1	4%	12%	i	-12%	1	-0.4	-2%	9%	-5%
CC(=O)CCC(=O)NCCc1ccccc1F	1%	13%	-5%[57.5 µM]	-6%	9	-0.2	-4%	2%	4%
CCC(C)NC(=O)c1ccc(CSc2nc3ccncc3n2Cc2ccc(F)cc2)cc1 (stereo not drawn)	u	-3%	-65%[inhibitor]	1%	1	0.8	-20%	-1%	-9%
COc1ccc(/C=C(/NC(=O)c2ccco2)C(=O)NCCc2ccccc2)cc1	0%	-26%	i	3%	-6	-0.3	4%	-6%	3%
Cc1cc2c(cc1C)C(=O)NC(C)(C)C2	-19%	0%	-40%[inhibitor][57.5 µM]	-2%	x	-1.5	2%	-8%	3%
CN(Cc1ccccc1)C(=O)c1cccc(N2C(=O)C3CC=CCC3C2=O)c1 (stereo not drawn)	-7%	-4%	i	0%	0	-2.5	9%	11%	-3%
CCOc1cccc(CNCCO)c1OCc1ccc(Cl)cc1	u	-22%	-9%	-8%	2	1.7	1%	2%	0%
COc1ccc(S(=O)(=O)Oc2ccc(C(=S)N3CCOCC3)cc2OC)cc1	-7%	-9%	-25%	-5%	1	0.4	0%	-5%	4%
COc1ccc(OC)c(NC(=O)CN(Cc2ccc(F)cc2)C2CCCCC2)c1	3.5µM*	-28%	-24%	3%	-58*	-3.5	-11%	8%	-3%
CC1(C)CC(NC(=O)Cc2ccc(Cl)cc2)CC(C)(C)N1	-25%	5%	-10%	-6%	-4	7.1	40%[activator]	0%	5%
CC(C)c1ccc(NC(=S)NCc2cccs2)cc1	u	-3%	u	1%	x	-0.7	-12%	14%	17%
CN(C)C(=O)Nc1ccc(F)cc1F	0%	-26%	i	-2%	x	-2.2	-12%	-2%	2%
O=C(N/N=C/c1ccc2c(c1)OCO2)C(=O)Nc1cccc(Cl)c1	7%	-8%	i	-10%	-2	-0.8	7%	13%	4%
COc1ccccc1N1CCN(C(=O)c2ccncc2)CC1	-4%	8%	i	-2%	x	-2.5	-26%	1%	-5%
O=C(COc1ccc2c(c1)OCO2)NC12CC3CC(CC(C3)C1)C2	u	5%	-3%[57.5 µM]	-7%	-3	-0.4	3%	1%	14%
CCc1nn2c(=O)c(S(=O)(=O)Nc3ccc(C(C)C)cc3)c(C)nc2s1	-26%&-5%	0%	i	-4%	5	-1.5	0%&-7%	2%	-12%
